Rab9 promoter act – activators of Rab9 promoter | Huh7 Rab9 promoter-luciferase reporter, luminescence, 24 h | Potency, µM (doses to about 9.22 µM), for the others: top-dose activation, negative = inhibition, most hits filed as activators | hit rate 2.8% among 320,000; further: % of control where 0% means no effect; nearly all actives have a fitted effect of over 60% in size
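Measured in stably transfected Huh7 cells bearing a Rab9 promoter–luciferase construct: 24 h compound treatment at 37 °C, followed by luminescence detection.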
uPA surface inh – inhibitors of cell surface uPA generation; hit rate 0.31% among 330,000; Potency, µM (series often up to 38.3 µM), for inactives: at the highest dose activity change, negative = inhibition, actives largely listed as inhibitors; AID 540303; cell surface uPA generation assay, qHTS; active means well fitted inhibition curve with a large enough effect; inconclusive means small, poorly fitted or top-dose-only effect; inactive means no such curve, though single readings can be large or run the other way; tested in mouse RAW 264.7 cells; further: on the % scale 0 is the no-effect control and ±100 the full control effect; nearly all actives have a fitted effect of over 55% in size
MBNL1-CUG inh – blocks human MBNL1 binding to CUG repeat RNA; Q9NR56; TR-FRET MBNL1-His/biotin-(CUG)12 binding, 665/545 ratio; Potency, µM (doses to about 57.5 µM), for inactives: at the top dose activity change, negative = inhibition, usual class: inhibitors; hit rate 0.036% among 280,000; AID 2675; active means well fitted inhibition curve with a large enough effect in the signal ratio, with a control signal flat, not every such curve was filed as active; inconclusive means small, poorly fitted or top-dose-only effect, or effect the other way, or a change in a side signal; inactive means no such curve, though single readings can be large or run the other way; the % refers to the signal ratio; further: on the % scale 0 is the no-effect control and ±100 the full control effect
Target sequence (Q9NR56 whole entry, looked up): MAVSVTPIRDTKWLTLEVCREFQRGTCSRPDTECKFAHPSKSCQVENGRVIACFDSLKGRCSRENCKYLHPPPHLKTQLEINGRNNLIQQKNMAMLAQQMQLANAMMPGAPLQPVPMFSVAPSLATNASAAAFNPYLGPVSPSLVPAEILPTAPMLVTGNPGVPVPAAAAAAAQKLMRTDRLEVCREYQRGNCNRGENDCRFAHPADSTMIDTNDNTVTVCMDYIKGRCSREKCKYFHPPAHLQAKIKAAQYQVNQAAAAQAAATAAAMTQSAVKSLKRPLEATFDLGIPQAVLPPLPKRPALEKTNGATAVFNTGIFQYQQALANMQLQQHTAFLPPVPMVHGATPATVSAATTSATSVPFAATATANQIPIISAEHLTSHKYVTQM
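Compounds (final 92 nM to 58 uM) are added to His-tagged MBNL1 and biotin-(CUG)12, then terbium anti-His antibody and streptavidin-XL665 (5 nM final). After 60 min at room temperature, the 665/545 nm ratio is read.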
RORg inh – blocks mouse ROR gamma transcriptional activity | AID 2551 | Drosophila S2 Gal4-RORgamma UAS-luciferase reporter, 20 h | Potency, µM (highest dose often 53.6 µM), for inactives: at the top dose activity change, negative = inhibition, most hits filed as inhibitors | hit rate 5.4% among 310,000; further: on the % scale 0 is the no-effect control and ±100 the full control effect; nearly all actives have a fitted effect of over 60% in size
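Stable Schneider cell line, Gal4 DNA-binding domain fused to ROR gamma, UAS-luciferase. Cmpd 1 hr RT → CuSO4 700 uM final → 20 hr RT → luciferase reagent 10 min → luminescence.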
BRCA1 expr up – increases BRCA1 expression; MCF7-BRCA1-FFLuc reporter, luminescence, 48 h; response scale: scaled: vehicle 0%, 10 µM genistein 100%; Potency, µM (doses to about 46.1 µM), inactives show at the highest dose activation, usual class: activators; hit rate 1.1% among 380,000; further: nearly all actives have a fitted effect of over 80% in size; some results filed as inactive show a strong effect at the top dose
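Luminescence from a BRCA1-driven firefly luciferase in MCF7 cells was the read-out, taken 15 min after substrate addition following 48 h compound exposure at 37 °C. Data were normalized to a 10 microM genistein control and DMSO vehicle.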
p53 reactivation – restores transcriptional activity of mutant p53; H1299 p53-A138V BP100-luciferase reporter, luminescence, 24 h; AID 504706; hit rate 0.063% among 320,000; Potency, µM (titrated, usually from 92.2 µM), without a hit: at the highest dose activity change, positive = activation, most hits filed as activators; further: % of control where 0% means no effect; nearly all actives have a fitted effect of over 45% in size
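p53-null H1299 cells stably carrying temperature-sensitive p53-A138V and a BP100-luciferase reporter were pinned with compounds (4-point, 1:5 series) and held 24 hrs at 37 deg C. Luminescence was read 10 min after detection reagent.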
Gal4-VP16 FLuc – inhibits Gal4-VP16 luciferase reporter, ROR gamma counter-screen; Drosophila S2 Gal4-VP16 UAS-luciferase, luminescence, 20 h; Potency, µM (top dose mostly 53.6 µM), for inactives: at the top dose activity, negative = inhibition, actives largely listed as inhibitors; hit rate 3.5% among 310,000;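 further: Gal4-VP16 expression switched on by copper sulfate through the metallothionein promoter; on the % scale 0 is the no-effect control and ±100 the full control effect; nearly all actives have a fitted effect of over 50% in size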
NPC1 promoter act – activates the NPC1 promoter; Potency, µM (top dose mostly 9.22 µM), for inactives: at the highest dose activation, most hits filed as activators; Huh7 NPC1 promoter luciferase reporter, 24 h; hit rate 2.4% among 320,000;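 further: % of control where 0% means no effect; nearly all actives have a fitted effect of over 60% in size; reporter is driven by a mutant NPC1 promoter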
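Luciferase expression driven by the NPC1 promoter was measured in stably transfected Huh7 cells after a 24 h compound incubation, using a luciferase reagent and a luminescence read.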
FLuc modulator – inhibits or activates purified firefly luciferase, miR-21 counter-screen | AID 588342 | purified FLuc, Km substrates, luminescence inhibition | hit rate 6.9% among 360,000 | Potency, µM (titrated, usually from 57.5 µM), for the others: top-dose activity change, negative = inhibition, most hits filed as inhibitors | P08659;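 further: plate controls were vehicle for no effect and reference inhibitor for full effect; nearly all actives have a fitted effect of over 55% in size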
Target sequence (P08659 whole entry, looked up): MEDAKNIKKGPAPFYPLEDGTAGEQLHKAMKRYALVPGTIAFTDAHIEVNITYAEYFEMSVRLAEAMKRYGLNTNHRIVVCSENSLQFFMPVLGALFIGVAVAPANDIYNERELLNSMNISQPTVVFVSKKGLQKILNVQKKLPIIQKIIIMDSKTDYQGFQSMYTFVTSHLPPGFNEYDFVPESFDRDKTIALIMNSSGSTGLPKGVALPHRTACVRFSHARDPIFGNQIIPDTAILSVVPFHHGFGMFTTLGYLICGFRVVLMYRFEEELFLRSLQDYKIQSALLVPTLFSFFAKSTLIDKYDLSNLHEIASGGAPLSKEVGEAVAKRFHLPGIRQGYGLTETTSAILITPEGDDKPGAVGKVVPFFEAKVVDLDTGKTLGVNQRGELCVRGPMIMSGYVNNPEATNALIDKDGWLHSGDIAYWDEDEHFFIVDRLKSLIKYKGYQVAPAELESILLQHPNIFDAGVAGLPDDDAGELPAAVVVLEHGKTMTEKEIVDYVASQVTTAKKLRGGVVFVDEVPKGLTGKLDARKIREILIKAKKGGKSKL
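Biochemical qHTS of compounds, final roughly 60 µM downward over six points, against 10 nM purified firefly luciferase using Km concentrations of substrates (10 uM D-luciferin, 10 uM ATP) in Tris acetate pH 7.5 buffer; luminescence output.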
ELG1 genotoxic – genotoxicity induction in ELG1-luciferase HEK293T cells. HEK293T ELG1-luciferase reporter, luminescence, 16 h. Potency, µM (series often up to 46 µM), inactives show at the top dose activity change, positive = activation, usual class: activators. hit rate 1.3% among 330,000. AID 504466; further: % of control where 0% means no effect; nearly all actives have a fitted effect of over 60% in size
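HEK293T cells expressing luciferase-tagged ELG1 were treated with compound or DMSO for 16 hr at 37°C. Luciferase activity was then read after 30 min with ONE-Glo at room temperature; rising signal flags genetic stress.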
* marks the source's active call; other numbers are inactive results; ? = inconclusive; . = no result given; [ ] = dose if it differs, or a comment. Unless noted, the call rests on the fitted dose curve; in most records, active means well fitted curve in the direction sought with a large enough effect; inconclusive means small, poorly fitted or top-dose-only effect, or another doubt; inactive means no such curve, though single readings can be large; an effect the other way counts as inactive or inconclusive. Potency means the concentration at half of the fitted maximal effect.

SMILES	Rab9 promoter act	uPA surface inh	MBNL1-CUG inh	RORg inh	BRCA1 expr up	p53 reactivation	Gal4-VP16 FLuc	NPC1 promoter act	FLuc modulator	ELG1 genotoxic
Cc1oc2c(c1C(=O)Nc1cccc(C(=O)O)c1)CCCC2	?	5%	-1%	-19%	57%	15%	?	?	19µM*	?
O=C(NCCc1ccccc1)C1CCN(C2CCN(Cc3ccco3)CC2)CC1	-8%	-5%	-6%	?	1%	-1%	-8%	-1%	-2%	-8%
Cc1ccc(SCc2cc(=O)n3ccsc3n2)c(C)c1	3.2µM*	.	-1%	?	.	?	?	?	15µM*	?
Cc1cc(C)cc(C(=O)N(CCc2ccccc2)C2CC3CCC(C2)N3C)c1 (stereo not given)	-1%	-6%	-8%	-19%	-8%	-14%	-1%	-4%	-1%	-4%
Cc1ccc2cc(C#N)c(NCCNC(=O)C3CC3)nc2c1C	-8%	-4%	30%[activator]	?	-52%	2%	-9%	-4%	-1%	-14%
Cc1nc(N2CCOCC2)[nH]c(=O)c1C(O)C(Cl)(Cl)Cl (stereo not given)	1%	2%	-3%	32%	-11%	2%	-25%	-1%	-2%	-2%
O=C1NCCCN1Cc1ccc(F)cc1Cl	1%	6%	11%	7%	-4%	10%	3%	2%	7%	-1%
Cc1ccc(-c2nn(-c3ccc(F)cc3)cc2C(=O)NCC(c2cccs2)N2CCOCC2)cc1 (stereo not given)	2%	0%	.	.	-16%	15%	.	-2%	?	-10%
Cc1cccc(Nc2nc(-c3ccccc3)cs2)n1	4µM*	-2%	-16%	3.2µM*	?	?	18µM*	?	3.8µM*	2.9µM*
O=C(CN1CCOCC1)Nc1ccc([N+](=O)[O-])cc1Br	-5%	0%	?	18%	1%	18%	19%	-9%	-2%	-9%
CCCCn1c(SCC(=O)Nc2cc(C)on2)nc2c1c(=O)n(C)c(=O)n2C	-5%	.	0%	?	1%	0%	-15%	-2%	9%	0%
CCC(=O)n1nc(-c2cccnc2)nc1NCc1cccs1	2%	-4%	-9%	-5%	12%	4%	0%	0%	6%	6%
COc1ccc(-c2cn3ccccc3n2)cc1[N+](=O)[O-]	1.4µM*	-13%	?	?	?	29%	-17%	4µM*	1.7µM*	?
CCC(=O)N(C)CCc1cc2c(c(OC)c1/C=N/NS(=O)(=O)c1ccc(C)cc1)OCO2	-6%	-1%	-3%	21%	-16%	-3%	0%	1%	-1%	2%
Cc1ccc(N(C(=O)c2csnn2)C(C(=O)NC2CCCCC2)c2ccco2)cc1 (stereo not given)	3%	-4%	-1%	1%	-29%	-7%	2%	0%	2%	2%
O=C(C1CCCC1)N1CCC(CC2CC(c3cccc(Br)c3)=NO2)(C(=O)NCC2CCCCC2)CC1 (stereo not given)	-5%	-14%	-13%	?	-20%	.	5%	-7%	-1%	-14%
Cc1nn(C)c(C)c1/C=N/N=C1\CCC2C3CCc4cc(O)ccc4C3CCC12C (stereo not given)	-2%	-1%	-2%	12%	-33%	-2%	-17%	7%	4%	-21%
CCOC(=O)c1c(N)sc(C(=O)Nc2ccccc2F)c1C	0.4µM*	?	-3%	-35%	?	26%	-22%	2.5µM*	1.9µM*	?
COC1Cc2ccccc2N(C(=O)N2CCN(CCO)CC2)c2ccccc21 (stereo not given)	-1%	-1%	-1%	4%	3%	-1%	-6%	2%	0%	0%
CCS(=O)(=O)C1=NSC2=NC(=O)/C(=C\c3ccc(OS(=O)(=O)c4ccccc4)cc3)C(=N)N21	2%	2%	0%	14%	50%	-2%	16%	0%	-9%	1%
Cc1ccc(C)c(COC(=O)c2cc([N+](=O)[O-])ccc2N2CCOCC2)c1	-3%	4%	.	.	-47%	-13%	.	-1%	0%	-3%
O=C1CCC2(C(=O)O)Sc3ccccc3N12 (stereo not given)	-5%	0%	0%	-1%	-4%	-4%	-3%	-1%	-2%	3%
C[N+](C)(CC#N)C/C=C\c1ccccc1	-5%	4%	2%	4%	0%	6%	0%	0%	-2%	-3%
Cc1nc(SCC(=O)NC(=O)NCCC(C)C)c2c(-c3cccs3)csc2n1	-7%	7%	-3%	-15%	-37%	-11%	-3%	-2%	7%	4%
CC(=O)c1cccc(NC(=O)C(C)OC(=O)c2ccc(Br)o2)c1 (stereo not given)	1%	12%	.	.	9%	-9%	.	-5%	2%	0%
Next section
SMILES	Rab9 promoter act	uPA surface inh	MBNL1-CUG inh	RORg inh	BRCA1 expr up	p53 reactivation	Gal4-VP16 FLuc	NPC1 promoter act	FLuc modulator	ELG1 genotoxic
O=C(COc1ccccc1)Nc1c(C(=O)N2CCC(N3CCCCC3)CC2)oc2ccccc12	-19%	-3%	-3%	-9%	-14%	?	0%	0%	1%	0%
COC(=O)C1CCN(C(=O)N2CCOCC2)CC1	-2%	4%	0%	4%	11%	-3%	7%	-2%	0%	7%
O=C(CSc1nnnn1-c1cccnc1)NCc1cccs1	0%	1%	6%	1%	0%	-2%	14%	1%	3%	-1%
O=C(Cn1ccc([N+](=O)[O-])n1)N1CCCCCC1	0%	9%	5%	1%	0%	3%	-1%	0%	-3%	1%
CS(=O)(=O)c1ccc2nc(NC(=O)Nc3ccccc3F)sc2c1	1.1µM*	-2%	2%	?	?	37%	-3%	0.32µM*	0.54µM*	?
Cc1ccc(CNC(C)(C)CO)cc1	3%	-1%	7%[11.5 µM]	3%	51%	13%	1%	2%	0%	7%
CNC(=O)c1sc(=S)n(-c2ccc(OC)cc2)c1N	0%	0%	?	1%	-4%	-4%	1%	0%	5%	6%
Cc1ccc(S(=O)(=O)N2CCCCC2)cc1NC(=O)CSc1nncn1-c1ccccc1	1%	9%	-4%	13%	-38%	-3%	-5%	-7%	0%	-7%
CCc1ccc(Nc2nnc(SCC(=O)c3c(N)n(C4CC4)c(=O)[nH]c3=O)s2)cc1	27%	?	.	.	51%	?	.	25%	0.6µM*	11%
COc1cccc(C2CC(c3cccs3)=NN2C(=O)CSc2nc3ccccc3s2)c1OC (stereo not given)	1%	0%	1%	-1%	-24%	-10%	2%	-4%	0%	0%
CCN(CC)S(=O)(=O)c1cccc(C(=O)OCC(=O)c2ccc3c(c2)NC(=O)CO3)c1	3%	-5%	13%	27%	-3%	-1%	3%	-1%	-17%	-2%
Cc1nn(Cc2ccc(F)cc2)c(C)c1NC(=O)C1c2ccccc2Oc2ccccc21	0%	-4%	10%	-16%	-40%	-14%	?	-2%	5%	-1%
O=C(Nc1nncs1)C(Sc1ccccc1)c1ccccc1 (stereo not given)	-5%	3%	1%	11µM*	-7%	-13%	-24%	-1%	2%	1%
COCCNCc1ccccc1[N+](=O)[O-]	-6%	16%	.	.	0%	2%	.	1%	-1%	3%
CCOC(=O)c1cnc2ccc(C(=O)OC)cc2c1Nc1ccc(C(=O)O)cc1	-2%	-9%	9%	9%	-25%	1%	-5%	-1%	?	?

In the list so far, these have an aryl thioether with sulfur outside any ring:
SMILES	Rab9 promoter act	uPA surface inh	MBNL1-CUG inh	RORg inh	BRCA1 expr up	p53 reactivation	Gal4-VP16 FLuc	NPC1 promoter act	FLuc modulator	ELG1 genotoxic
Cc1ccc(SCc2cc(=O)n3ccsc3n2)c(C)c1	3.2µM*	.	-1%	?	.	?	?	?	15µM*	?
CCCCn1c(SCC(=O)Nc2cc(C)on2)nc2c1c(=O)n(C)c(=O)n2C	-5%	.	0%	?	1%	0%	-15%	-2%	9%	0%
Cc1nc(SCC(=O)NC(=O)NCCC(C)C)c2c(-c3cccs3)csc2n1	-7%	7%	-3%	-15%	-37%	-11%	-3%	-2%	7%	4%
O=C(CSc1nnnn1-c1cccnc1)NCc1cccs1	0%	1%	6%	1%	0%	-2%	14%	1%	3%	-1%
Cc1ccc(S(=O)(=O)N2CCCCC2)cc1NC(=O)CSc1nncn1-c1ccccc1	1%	9%	-4%	13%	-38%	-3%	-5%	-7%	0%	-7%
CCc1ccc(Nc2nnc(SCC(=O)c3c(N)n(C4CC4)c(=O)[nH]c3=O)s2)cc1	27%	?	.	.	51%	?	.	25%	0.6µM*	11%
COc1cccc(C2CC(c3cccs3)=NN2C(=O)CSc2nc3ccccc3s2)c1OC (stereo not given)	1%	0%	1%	-1%	-24%	-10%	2%	-4%	0%	0%
O=C(Nc1nncs1)C(Sc1ccccc1)c1ccccc1 (stereo not given)	-5%	3%	1%	11µM*	-7%	-13%	-24%	-1%	2%	1%
